# PLK1 PBD block: inhibitors of human PLK1 polo-box domain binding; P53350; Plk1 PBD binding of FITC phosphopeptide, fluorescence polarization; Potency, µM, for the others: max response, negative = inhibition, actives largely listed as inhibitors; 360,000 compounds, 2.8% hits; AID 720504; further: potency means the concentration at half of the fitted maximal effect; series mostly up to about 57 µM; on the % scale 0 is the no-effect control and ±100 the full control effect; nearly all actives have a fitted effect of over 65% in size
# IL-2 act: activates IL-2 in a cell-based reporter assay; activation, % (series mostly up to about 46 µM); 360,000 compounds, 0.065% hits; IL-2 activation reporter assay, cell-based qHTS; stimulated with anti-CD3/CD4/CD28 beads; in transgenic mouse T cells; in the data active means activation above about 50%; inconclusive means mostly about 30% to 49%; further: 0% is about no effect
#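 Screening format: compound pinned onto unstimulated transgenic mouse T cells, 60 min incubation, then anti-CD3/anti-CD4/anti-CD28 bead stimulation for 18 hours at 37 degrees C, followed by EGFP and DsRed detection.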
# GLP1R inv ag: inverse agonists of human GLP-1 receptor; HEK293 GLP-1R CRE-luciferase, luminescence, 24 h; GLP-1R form is constitutively active; P43220; 410,000 compounds, 1.6% hits; AID 624417; Potency, µM (series often up to 38.3 µM), for the others: at the top dose activity change, negative = inhibition, usual class: inhibitors; further: potency means the concentration at half of the fitted maximal effect; on the % scale 0 is the no-effect control and ±100 the full control effect; nearly all actives have a fitted effect of over 55% in size
#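 Readout was luciferase luminescence, measured 12 min after detection reagent at room temperature. Beforehand, GLP-1R reporter HEK293 cells had sat 12 h, then received compounds for 24 hr at 37 deg C.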
# EPAC1 antagonist: antagonists of human EPAC1; O95398; EPAC1 GEF assay, Rap1b-BODIPY-GDP exchange fluorescence; Potency, µM (doses to about 115 µM), for inactives: at the highest dose activity change, negative = inhibition, usual class: inhibitors; 360,000 compounds, 0.14% hits;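 further: potency means the concentration at half of the fitted maximal effect; plate controls were vehicle for no effect and positive control for full effect; nearly all actives have a fitted effect of over 50% in size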
# PI5P4K alpha inh: inhibitors of human PI5P4K alpha; PI5P4Kalpha enzyme, ADP-Glo luminescence, 60 min; active compounds read low; 330,000 compounds, 1.2% hits; max response, %; P48426; active means max response of -50% or lower; inconclusive means between -30% and -50%; inactive means -30% or higher; further: value at the top dose of about 77 µM; on the % scale 0 is the no-effect control and ±100 the full control effect
#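 PI5P4Kalpha ADP-Glo assay; 5 microM ATP final; 60 min RT reaction; HEPES pH 7.4/EGTA/CHAPS, 5% DMSO; controls lacking substrate or enzyme; luminescent end-point.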
# GLP1R cytotox: cytotoxic in the GLP-1 receptor inverse agonist counter-screen. AID 624418. Potency, µM (series often up to 38.3 µM), inactives show at the highest dose activity change, negative = inhibition, actives largely listed as inhibitors. 410,000 compounds, 0.13% hits. HEK293 cAMP-luciferase reporter cells, luminescence, 24 h;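 further: loss of luciferase light is scored as toxicity; potency means the concentration at half of the fitted maximal effect; on the % scale 0 is the no-effect control and ±100 the full control effect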
#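 Seeding density was 200 cells/uL; after overnight-length (12 h) culture, 23 nL compounds went on for 24 h at 37 °C. Readout used a luciferase detection reagent, luminescence taken after 12 min at room temperature.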
# GLP1R ag: activates the human GLP-1 receptor; P43220; AID 624172; Potency, µM (highest dose often 45.6 µM), for the others: top-dose activation, usual class: activators; HEK293 GLP-1R CRE-luciferase, luminescence, 4-6 h; cells express a hypersensitive GLP-1R form; 380,000 compounds, 0.007% hits; further: potency means the concentration at half of the fitted maximal effect; % of control where 0% means no effect
# EPAC1 ag: activates human EPAC1 exchange factor. O95398. EPAC1 agonist qHTS, biochemical assay; response scale: 100% = response to 6.5 mM cAMP. Potency, µM (titrated, usually from 154 µM), inactives show at the highest dose activation, most hits filed as activators. 360,000 compounds, 0.073% hits. AID 720707; further: potency means the concentration at half of the fitted maximal effect; nearly all actives have a fitted effect of over 60% in size
#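 Read-out is the fluorescence drop as BODIPY-GDP leaves Rap1B (480 nm excitation, 540 nm emission), recorded every 5 minutes over 30 minutes. Reactions held 100 nM EPAC1, 250 nM Rap1B–BODIPY-GDP and 50 uM GDP, with 6.5 mM cAMP setting full activation.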
# PTHR1 ag: agonists of human PTHR1 parathyroid hormone receptor. Q03431. HEK293 GP2 PTHR1 cells, GloSensor cAMP luminescence, 1 h. Potency, µM (series often up to 115 µM), for inactives: top-dose activation, hits mostly activators. 410,000 compounds, 0.075% hits. AID 743266; further: potency means the concentration at half of the fitted maximal effect; nearly all actives have a fitted effect of over 55% in size; some results filed as inactive show a strong effect at the top dose; inactives centre near -15; many of its hits are not listed in these tables
#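 HEK-293-derived GP2 cells expressing PTHR1 and a GloSensor cAMP reporter, 3,000/well, plated overnight, given luciferin plus IBMX (each 0.5 mM as added) for 1 h at 37 °C, then compound for 1 h at 37 °C. Luminescence was read after 15 min at room temperature.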
# An asterisk follows results filed as active; i = inactive; ? = inconclusive; nt = no result given; [ ] = remark or other dose. Unless noted, the call rests on the fitted dose curve; in most records, active means well fitted curve in the direction sought with a large enough effect; inconclusive means small, poorly fitted or top-dose-only effect, or another doubt; inactive means no such curve, though single readings can be large; an effect the other way counts as inactive or inconclusive.
no.	Molecule	EPAC1 ag	GLP1R ag	IL-2 act	PI5P4K alpha inh	GLP1R inv ag
1	O=C(Cc1ccccc1)NCC(=O)Nc1ccccc1Br	-7.7%	2.2%	0.9	23.4	11.6%
2	C(=N\Nc1nc(-c2ccccc2)cs1)/c1cccs1	14.8%	0.1%	-1.6	1.4	?
3	Cc1ccc(NC(=O)c2ccccc2NC(=O)CCC(=O)O)cc1	-1.7%	5.0%	0.8	12.6	20.7%
4	CCCN(CCC)S(=O)(=O)c1cc2c(cc1Br)CCN2C(=O)CC	-9.7%	9.1%	-0.8	1.8	?
5	COc1ccc(NS(=O)(=O)Cc2ccccc2Cl)cn1	2.7%	13.1%	-2.5	nt	-17.6%
6	CC(NC(=O)c1cc(COc2cccc(C(F)(F)F)c2)on1)c1nccs1 (stereo not drawn)	1.9%	1.7%	-3.2	11.5	?
7	CCC(=O)Nc1ccc(C(=O)CSc2nc(N)cc(N)n2)cc1	7.4%	-0.9%	4.8	-1.4	2.5%
8	Cc1cccc(C(=O)OCC(=O)NC2CC2)c1O	2.6%	9.5%	0.3	-0.4	5.3%

no.	GLP1R cytotox	PLK1 PBD block	EPAC1 antagonist	PTHR1 ag
1	21.9%	5.1%	0.9%	i
2	5.5%	29.9µM*	-12.6%	i
3	-7.5%	5.6%	18.0%	i
4	0.0%	-6.6%	4.6%	-19.9%
5	-13.0%	-7.0%	13.3%	?
6	10.9%	-3.4%	4.0%	-42.5%[inhibitor]
7	-10.2%	-7.4%	-10.4%	-4.7%
8	-12.3%	5.8%	-2.0%	-24.8%

# Next part:
no.	Molecule	EPAC1 ag	GLP1R ag	IL-2 act	PI5P4K alpha inh	GLP1R inv ag
9	O=C(CSc1ccc(Cl)cc1)N1CCC(c2nc3ccccc3s2)CC1	11.7%	-0.3%	-0.1	14.5	?
10	CCOC(=O)C(Sc1cc(-c2ccccc2)nc2ncnn12)C(C)=O (stereo not drawn)	2.4%	0.8%	1.5	-7.6	?
11	O=C(Oc1ccc2c3c(c(=O)oc2c1)CCCC3)c1ccco1	1.0%	-1.0%	5.9	-9.3	56.2%[activator]
12	Oc1cc2c(c(Cl)c1O)CCNCC2c1ccccc1 (stereo not drawn)	-18.1%	27.0%	0.8	?	0.6%
13	CCCCc1nnc(SCC(=O)Nc2nccs2)n1C	-1.7%	-2.1%	-1.0	0.8	-4.7%
14	CC1CN(c2nc3c(c(=O)n(C)c(=O)n3C)n2Cc2c(F)cccc2Cl)CC(C)O1 (stereo not drawn)	3.9%	-1.4%	-0.3	-0.8	18.4%
15	CC(O)c1ccc(Oc2cnccn2)cc1 (stereo not drawn)	0.2%	1.1%	0.7	0.0	9.5%
16	O=C(Nc1ccc(Oc2ccccc2)nc1)C1CCN(Cc2cccc(F)c2)CC1	-4.3%	6.8%	-3.5	3.1	?

no.	GLP1R cytotox	PLK1 PBD block	EPAC1 antagonist	PTHR1 ag
9	-8.9%	-3.1%	-6.6%	-11.7%
10	3.55µM*	5.6%	-9.7%	i
11	74.5%[activator]	23.8µM*	-4.0%	-23.9%
12	-16.9%	-12.2%	-27.9%	-5.8%
13	-1.2%	2.1%	-4.1%	-10.8%
14	-0.8%	-2.3%	2.8%	i
15	-5.4%	-4.9%	5.8%	i
16	-13.3%	-4.0%	-19.9%	i

# Reprinted at random: 5 compounds from above, in no set order.
no.	Molecule	EPAC1 ag	GLP1R ag	IL-2 act	PI5P4K alpha inh	GLP1R inv ag
3	Cc1ccc(NC(=O)c2ccccc2NC(=O)CCC(=O)O)cc1	-1.7%	5.0%	0.8	12.6	20.7%
1	O=C(Cc1ccccc1)NCC(=O)Nc1ccccc1Br	-7.7%	2.2%	0.9	23.4	11.6%
15	CC(O)c1ccc(Oc2cnccn2)cc1 (stereo not drawn)	0.2%	1.1%	0.7	0.0	9.5%
14	CC1CN(c2nc3c(c(=O)n(C)c(=O)n3C)n2Cc2c(F)cccc2Cl)CC(C)O1 (stereo not drawn)	3.9%	-1.4%	-0.3	-0.8	18.4%
12	Oc1cc2c(c(Cl)c1O)CCNCC2c1ccccc1 (stereo not drawn)	-18.1%	27.0%	0.8	?	0.6%

no.	GLP1R cytotox	PLK1 PBD block	EPAC1 antagonist	PTHR1 ag
3	-7.5%	5.6%	18.0%	i
1	21.9%	5.1%	0.9%	i
15	-5.4%	-4.9%	5.8%	i
14	-0.8%	-2.3%	2.8%	i
12	-16.9%	-12.2%	-27.9%	-5.8%

# Continuation.
no.	Molecule	EPAC1 ag	GLP1R ag	IL-2 act	PI5P4K alpha inh	GLP1R inv ag
17	COc1ccc(C2=NOC(C(=O)NCc3ccccc3)C2)cc1 (stereo not drawn)	-3.2%	8.2%	0.0	nt	0.0%
18	CC(C)COC(=O)c1ccccc1N1C(=O)C2C3CCC(C3)C2C1=O (stereo not drawn)	-4.8%	-2.0%	0.6	3.4	-22.4%
19	Nc1ncnc2c1ncn2[C@@H]1O[C@H](CNCc2cccc(C#Cc3ccccc3)c2)[C@@H](O)[C@H]1O	-8.6%	-0.5%	-0.3	-27.6	12.1%
20	CC1(C)NC(=O)N(CC(=O)OCC(=O)Nc2cc(S(=O)(=O)N3CCCCC3)ccc2Cl)C1=O	-1.5%	0.3%	-4.1	-2.2	?
21	CCOC(=O)c1cc(=O)n2nc(-c3ccc(C)cc3)nc2s1	10.5%	4.4%	-0.5	1.0	0.8%
22	CC(NC(=O)COC(=O)CNC(=O)C1CCCCC1)c1ccccc1 (stereo not drawn)	3.6%	-0.7%	0.7	-2.4	-1.1%

no.	GLP1R cytotox	PLK1 PBD block	EPAC1 antagonist	PTHR1 ag
17	?	26.7µM*	-11.2%	i
18	10.3%[1.53 µM]	3.2%	19.2%	-40.1%[inhibitor]
19	-1.2%	-12.3%	-4.9%	-15.7%
20	-1.6%	-9.4%	-25.4%	i
21	4.3%	-17.2%	19.2%	i
22	2.6%	-7.3%	-28.7%	27.4%

# The list is partial; rates above refer to the full screens.
